From PubChem
SRC2 inh: human SRC2 (NCOA2) inhibition; Q15596; HEK293 GAL4-SRC2 luciferase reporter, luminescence; 0.17% of 370,000 active; inhibition, % at 9 µM; AID 651957;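 active means inhibition above the mean inhibition of all tested compounds plus 3 SD, set per campaign, cut at about 52% in these data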;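 further: 0% = DMSO treated cells and 100% = cells given Gossypol at 36 µM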
KKLEB tox: counter-screen for CF NF-kB inhibitors: cytotoxicity; KKLEB CF airway cells viability, ATPlite luminescence, overnight; stronger effect = lower value; cells stimulated with P. aeruginosa culture filtrate; AID 602141; 0.36% of 360,000 active; activity change (cytotoxicity), % at 5 µM;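 active means corrected activity change at or below -50% at 5 µM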
SRC3 inh: inhibitors of human steroid receptor coactivator 3 (SRC3). Q9Y6Q9. HEK293 GAL4-SRC3 luciferase reporter, luminescence. inhibition, % at 3.6 µM. 0.17% of 360,000 active;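 active means inhibition above a per-campaign cutoff, the mean of all compounds plus 3 SD, cut at about 60% in these data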;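 further: 0% = DMSO-treated cells and 100% = gossypol-treated cells at 36 µM; higher means less SRC3-driven luciferase light from the GAL4 reporter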
EBV LMP1 NFkB: reduces LMP1-driven NF-kappaB luciferase signal; LMP1-induced NF-kappaB luciferase reporter cells, luminescence; inhibition, % at 12.5 µM; 0.69% of 350,000 active; in the data active means inhibition above about 41%;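 further: 0% = neutral control wells and 100% = reference inhibitor control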
NR2F2 inh: blocks human COUP-TFII nuclear receptor. inhibition, % at 8.6 µM. AID 686940. HEK293T NGFI-A luciferase reporter, luminescence. 0.7% of 370,000 active;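 active means inhibition above a per-plate cutoff, mean inhibition of test wells between control levels plus 3 SD, cut at about 38% in these data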;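 further: cells cotransfected with COUP-TFII expression vector driving the NGFI-A reporter; 0% = median of COUP-TF2 test wells and 100% = reporter-only cells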
TWEAK-Fn14 inh: TWEAK-Fn14 signaling inhibition | TWEAK-stimulated Fn14 reporter cells, luciferase luminescence, 8 h | inhibition, % at 10 µM | 2% of 360,000 active | AID 1159606; in the data active means inhibition above about 50%
TRAIL sens C8: sensitizes caspase-8 expressing cells to TRAIL; AID 624354; NB7+C8 cells + TRAIL, ATPlite viability luminescence; 1% of 360,000 active; inhibition (viability loss, TRAIL sensitization), % at 10 µM;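 active means compounds causing at least 50% loss of cell viability in the single-dose screen, relative to plate controls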
LRH-1 inv ag: inverse agonists of human LRH-1 (NR5A2). O00482. HEK293T StAR-luciferase reporter, LRH-1 transfected, 24 h. inhibition, % at 3.6 µM. 0.13% of 360,000 active. AID 602396;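 active means inhibition above the mean inhibition of all tested compounds plus 3 SD, cut at about 73% in these data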;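 further: 0% = DMSO wells and 100% = reporter-only cells lacking LRH-1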
Target sequence (O00482 whole entry, looked up): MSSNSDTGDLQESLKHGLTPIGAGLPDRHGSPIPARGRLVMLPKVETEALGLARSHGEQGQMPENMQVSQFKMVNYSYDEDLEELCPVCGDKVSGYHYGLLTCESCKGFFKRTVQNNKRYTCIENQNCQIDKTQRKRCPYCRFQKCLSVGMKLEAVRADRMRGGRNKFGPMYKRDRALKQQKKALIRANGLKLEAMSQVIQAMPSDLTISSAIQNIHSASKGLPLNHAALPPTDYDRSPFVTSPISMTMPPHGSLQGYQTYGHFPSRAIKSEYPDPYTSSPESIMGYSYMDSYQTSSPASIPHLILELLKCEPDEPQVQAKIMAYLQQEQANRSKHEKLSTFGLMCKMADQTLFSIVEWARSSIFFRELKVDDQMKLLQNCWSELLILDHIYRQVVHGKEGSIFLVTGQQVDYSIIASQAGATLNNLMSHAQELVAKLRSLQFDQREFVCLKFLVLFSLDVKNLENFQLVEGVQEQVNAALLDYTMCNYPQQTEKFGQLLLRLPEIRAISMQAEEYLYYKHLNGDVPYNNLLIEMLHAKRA
TROY signal inh: TROY signaling inhibition. Q293 LMP1-TROYcd NF-kB luciferase reporter, 4 h. inhibition, % at 10 µM. 0.98% of 360,000 active;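 active means compounds whose plate-normalised and pattern-corrected inhibition of the luciferase reporter signal at the single screening dose is 50% or more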
SRC1 inh: inhibitors of human steroid receptor coactivator 1 (SRC1). Q15788. HEK293 GAL4-SRC1 luciferase reporter, luminescence. inhibition, % at 3.6 µM. 0.12% of 360,000 active. AID 588354;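 active means inhibition above the campaign mean plus 3 SD, with each screening campaign given its own cutoff, cut at about 60% in these data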;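 further: 0% = DMSO treated cells and 100% = gossypol at 36 µM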
CF NFkB block: cystic fibrosis NF-kB activation inhibition; 0.86% of 360,000 active; KKLEB NF-kB-GFP reporter, PAF-induced, GFP fluorescence overnight; inhibition, % at 5 µM;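 active means at least 50% inhibition at 5 µM, scaled per plate between neutral and stimulator controls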;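 further: PAF is a Pseudomonas aeruginosa culture filtrate used as stimulus; plate controls were PAF-stimulated DMSO wells for no effect and unstimulated DMSO wells for full effect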
An asterisk follows results filed as active; . = no result given.

SMILES	SRC2 inh	KKLEB tox	SRC3 inh	EBV LMP1 NFkB	NR2F2 inh	TWEAK-Fn14 inh	TRAIL sens C8	LRH-1 inv ag	TROY signal inh	SRC1 inh	CF NFkB block
CCN(CC(=O)Nc1ccc(Cl)c(S(=O)(=O)N(C)C)c1)CC(=O)NC(C)C	-13	0	21	7	4	-7	-5	7	10	13	11
FC(F)Oc1ccc(NC(=S)N2CCc3ccccc32)cc1	-21	8	-43	-19	-12	-39	-2	3	-39	-30	2
CC(=O)c1cccc(N=C2C(=O)Nc3ccccc32)c1	-34	-7	-6	-1	-24	-1	-6	19	-2	-20	1
O=C(c1cccc(Cl)c1)C1CCCN(C(=O)c2ccoc2)C1 (configuration not stated)	-46	4	0	-8	-13	12	-2	-13	-3	-4	-1
COc1cccc(-c2cnc3c(NC(C)=O)cc(-c4cccc(C(=O)NCCN(C)C)c4)cn23)c1	-12	8	-4	.	-34	-33	-8	8	-27	-1	-34
COc1ccc(CCNC(=O)CCS(=O)(=O)c2ccc3c(c2)NC(=O)CO3)cc1OC	2	6	-10	3	11	15	14	3	-12	-1	-7
Cc1oc(-c2ccccc2)cc1C(=O)Nc1ccc(N(C)C)cc1	-11	4	-54	0	-5	2	-1	-24	-7	-16	-7
CCOC(=O)C1CCN(CCC(=O)Nc2cccc(Cl)c2)CC1	9	-4	-4	-2	-1	-4	-22	3	3	-52	14
CC(C(=O)Nc1ccc(C(=O)O)cc1)N1C(=O)c2ccccc2C1=O (configuration not stated)	22	5	8	0	-8	2	-14	6	-6	-2	5
Cc1cccc(NC(=O)CN2C(=O)NC(C)(c3ccc4c(c3)OCO4)C2=O)c1 (configuration not stated)	-9	-8	1	-5	4	-11	-10	2	-17	-13	6
O=C(Nc1ccccc1F)C(=Cc1sc(N2CCOCC2)nc1-c1ccccc1)C(=O)Nc1ccccc1F	-7	-8	5	0	-2	19	-3	3	-28	-14	-30
CC1OC(C)(C)OC1C1CNc2nc(NC(=O)C(C)(C)C)[nH]c(=O)c2N1C(=O)c1cccnc1 (configuration not stated)	-9	5	11	0	11	-14	-7	-11	12	6	-11
CCCCOc1nc2ccccc2nc1C(C#N)C(=O)NC1CCCCC1 (configuration not stated)	-3	-24	7	-1	-3	9	-18	-10	7	-13	34
COc1ccc(C2CC3(CC(C)(C)NC(SC)=N3)Oc3cc(O)cc(C)c32)cc1 (configuration not stated)	-39	-10	12	2	-18	-32	3	9	-11	-17	2
O=C(Cn1cc(COc2ccc(Cl)c(Cl)c2)nn1)NS(=O)(=O)c1ccccc1OC(F)(F)F	5	14	-1	.	3	-24	2	20	5	1	-2
Cc1ccc(NC(=O)c2c(C)nc(Nc3nc4ccccc4o3)nc2C)cc1	-21	2	2	-5	-3	9	4	-3	-7	-6	-3
COc1ccc(C2CC(C(C)(C)C)=NN2c2ccc(S(N)(=O)=O)cc2)cc1 (configuration not stated)	-17	-8	-1	6	9	1	-6	-5	0	6	6
COC(=O)C1=C(C)N(Cc2ccco2)C(=O)/C1=C\c1ccc(N(C)C)cc1	14	-19	16	-1	11	-4	-13	-1	-2	2	-34
CCOC(=O)c1sc2nc(SCC(=O)NCc3ccco3)n(Cc3ccccc3)c(=O)c2c1C	0	-11	11	-4	15	-16	-8	-11	0	-11	12
Cn1nccc1C(=O)Nc1cc(Cl)ccc1Cl	11	12	-3	.	-13	1	-16	-10	10	3	70*
CC(Oc1ccc(Cl)cc1Cl)C(=O)Nc1ccc(O)cc1 (configuration not stated)	3	-7	17	-1	27	-16	-9	5	-6	-10	4
Cc1cc(-c2ccccc2)nc(N2CCC(C(=O)NC34CC5CC(CC(C5)C3)C4)CC2)n1	-14	-1	-10	-9	-1	-27	-3	-4	-29	-11	8
Cc1c(C(=O)/C=C/N(C)C)nnn1-c1ccc(F)c(Cl)c1	-31	12	-46	.	19	-11	10	-3	-12	-22	-1
COC(=O)[C@@H](NC(=O)NCCC1=CCCCC1)C(C)C	-22	-4	-5	1	15	-20	-14	-8	-13	-9	-3
O=C(O)c1ccccc1C(=O)N(c1ccccc1)c1ccccc1	-26	5	28	2	-12	5	3	4	-4	12	5
(list continues)
SMILES	SRC2 inh	KKLEB tox	SRC3 inh	EBV LMP1 NFkB	NR2F2 inh	TWEAK-Fn14 inh	TRAIL sens C8	LRH-1 inv ag	TROY signal inh	SRC1 inh	CF NFkB block
CC(CNC(=O)c1ccc(Br)o1)NC(=O)c1ccc(Br)o1 (configuration not stated)	2	5	13	1	6	9	0	8	7	-1	-14
CCOc1ccccc1NC(=O)NCCC1=CCCCC1	8	3	12	6	11	7	10	-9	0	-1	-8
Cc1ccc(NC(=O)COC(=O)Cc2cccs2)c(Br)c1	-7	1	9	0	1	-3	15	-9	-15	0	21
O=C(COC(=O)Cc1c[nH]c2ccccc12)Nc1ccc(Cl)cc1	-20	9	-34	0	-18	20	5	-8	-4	5	-26
CCCC(=O)NC1=C(Cl)C(=O)c2ccccc2C1=O	3	16	5	-7	-1	15	31	16	20	-12	17
CC(=O)c1ccccc1C(=O)N1CCC(CCC(=O)NCc2ccc(F)cc2)CC1	-7	10	4	-2	12	1	-15	5	0	15	-17
CCC(=O)N(C)CCc1cc2c(c(OC)c1/C=N/NC(=O)c1ccccc1O)OCO2	0	6	-2	2	-5	-35	4	-13	-23	-22	-9
C=CCn1c(SCc2nc(N)nc(N3CCCCC3)n2)nnc1-c1ccco1	5	1	-4	0	-7	-20	32	-26	-3	1	4
O=C1CC(N2CCC(C(=O)N3CCCCC3)CC2)C(=O)N1 (configuration not stated)	-8	2	13	-6	-15	-16	-2	-24	0	-16	-8
COc1ccc(NC(=O)C2(C)CCN2C(=O)C(C)C)cc1F (configuration not stated)	-24	-6	-20	.	-3	11	6	10	13	3	32
C[C@@H]1[C@H](O)C[C@@]23COC(=O)C2=CCCC3[C@@]1(C)CCC1COC(=O)C1 (some centres not stated)	8	-2	-5	2	-24	-18	-12	-31	5	1	-7
COC(=O)c1ccccc1NC(=O)Nc1cccc(C)n1	-4	5	1	1	0	-3	-13	9	-13	-11	-24
Cc1ccc(C)c(OCC(=O)O/N=C(\N)c2ccccn2)c1	-61	-6	-43	-45	-22	-22	4	-163	-63	-63	-1
CCOc1ncccc1C(=O)OCC(=O)Nc1ncc(C(F)(F)F)cc1Cl	-21	2	-15	2	7	-2	-1	-2	-9	-48	-7
CC(C)N1CCc2c(sc(NC(=O)c3ccco3)c2C(N)=O)C1	-37	13	6	1	17	24	6	0	13	16	-19
O=C(N/N=C/c1cc(Cl)ccc1O)C(=O)Nc1ccccc1OC(F)(F)C(F)F	-2	-16	68*	17	18	31	45	-13	25	37	4
COc1ccccc1N1CCN(CC(=O)N(CC(C)C)c2c(N)n(CC(C)C)c(=O)[nH]c2=O)CC1	-2	3	1	2	15	-15	-13	-3	11	-9	-9
COc1ccc(OC[C@@H](O)CNC(=O)c2cccc3c2C(=O)c2ccc(-c4ccc(F)cc4OCc4ccccc4)cc2S3(=O)=O)cc1	.	-2	-12	4	.	-12	0	-17	-8	-2	-12
CC1(C(=O)NCc2cccs2)Cc2c(-c3ccc(C(N)=O)cc3)ccnc2O1 (configuration not stated)	-22	-9	3	.	-6	1	8	8	-2	-3	21
COc1ccccc1-c1cc(-c2ccccc2)nc(SC(C(N)=O)c2ccccc2)c1C#N (configuration not stated)	-6	-72*	7	39	-6	-33	15	-37	5	-4	60*
COc1ccc(-c2cc3ccccc3s2)cc1[C@H]1[C@H]2C=CC[C@@H](C)[C@@H]2C(=O)N1Cc1ccccc1	-22	-16	-47	-39	-15	3	5	-2	7	-39	21
Cc1ccc(S(=O)(=O)N2CCN(S(C)(=O)=O)C2C)cc1 (configuration not stated)	8	2	4	-6	-2	6	-11	6	9	8	-14
CCCOc1ccc(N2C(=O)CC(NCc3cccnc3)C2=O)cc1 (configuration not stated)	-11	8	17	7	-4	-21	-8	12	-7	-4	4
CC1CN(C2=CC(=O)CCC2)CC(C)O1 (configuration not stated)	22	-25	1	-3	14	7	-6	-5	0	4	-2
CCC(C)C(NC(=O)C1CCC(C)CC1)C(=O)Nc1ccc(OC)cc1 (configuration not stated)	-12	5	-10	-2	2	-7	9	-9	6	8	12
Cc1ccc(NCC(=O)Nc2ccc(Br)cc2)cc1F	-28	14	-19	-7	0	-11	-1	-17	-24	-21	-18

Hits appear at their usual frequency; 4.2% or so of the library scored in one or more.
